M5 antag: human M5 muscarinic receptor antagonists, primary screen, CHO cells, Fluo-8 calcium fluorescence; Muscarinic acetylcholine receptor M5 (Homo sapiens), P08912; CHO-hM5 cells, ACh EC80; inhibition, % at 3 µM; 360,000 compounds, 0.59% hits; AID 624040, 2012;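 active means inhibition above a per-plate cutoff, the mean of that plate's test compounds plus 3 SD, cut at about 27% in these data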;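 further: 0% = acetylcholine EC80 with DMSO and 100% = DMSO without agonist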
Target sequence (P08912 whole entry, looked up): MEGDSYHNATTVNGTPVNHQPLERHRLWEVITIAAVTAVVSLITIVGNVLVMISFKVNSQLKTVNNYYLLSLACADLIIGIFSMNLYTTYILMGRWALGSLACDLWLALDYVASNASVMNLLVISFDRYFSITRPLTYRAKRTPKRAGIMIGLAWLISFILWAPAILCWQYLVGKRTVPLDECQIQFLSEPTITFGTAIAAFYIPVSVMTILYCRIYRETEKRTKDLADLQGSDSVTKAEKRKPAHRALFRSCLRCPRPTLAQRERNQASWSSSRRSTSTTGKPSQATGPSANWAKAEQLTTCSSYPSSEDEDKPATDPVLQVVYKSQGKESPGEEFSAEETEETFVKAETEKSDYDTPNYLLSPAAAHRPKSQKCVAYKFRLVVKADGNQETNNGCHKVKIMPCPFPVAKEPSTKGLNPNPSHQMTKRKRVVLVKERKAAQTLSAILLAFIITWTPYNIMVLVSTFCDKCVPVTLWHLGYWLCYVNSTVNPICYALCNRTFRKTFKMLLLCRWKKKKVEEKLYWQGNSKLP
M5 PAM: human M5 muscarinic receptor positive allosteric modulators, primary screen, CHO-K1 cells, Fluo-8 calcium fluorescence; Muscarinic acetylcholine receptor M5 (Homo sapiens), P08912; CHO-K1 hM5, ACh EC20 PAM; 0% = ACh EC20, 100% = ACh EC100; activation, % at 3 µM; 360,000 compounds, 0.3% hits;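 active means activation above the run cutoff, the mean activation of all test compounds plus 3 SD, cut at about 18% in these data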
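System – CHO-K1 hM5 cells · Compound – 3 µM, single dose · Incubation – compound preincubation 140 s before EC20 acetylcholine addition · Technique – Fluo-8 calcium fluorescence · Measure – Max/basal fluorescence ratio as % of EC20–EC100 ACh window · Benchmarks – low control EC20 acetylcholine (0%), high control EC100 acetylcholine (100%) · Replication – singlicate, one well per test compound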
TAAR1 antag: human TAAR1 antagonists, primary screen, Fluo-8 calcium fluorescence, CHO RD-HGA16 cells; Trace amine-associated receptor 1 (Homo sapiens), Q96RJ0; antagonist; inhibition, % at 3 µM; 360,000 compounds, 1.5% hits;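 active means inhibition above a per-plate cutoff, the mean inhibition of test compounds on that plate plus 3 SD, cut at about 49% in these data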;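 further: 0% = DMSO plus EC80 beta-PEA response and 100% = DMSO alone without agonist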
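Assay system: RD-HGA16 CHO cells with stable hTAAR1 and Gα16 / Reagent: EC80 β-phenethylamine stimulus / Doses: 3 µM, single point / Timing: dye loading 75 min at 37 °C, then 30 min room temperature / Measured by: Fluo-8 intracellular calcium dye fluorescence, real-time kinetic reads / Controls: vehicle wells and EC80 agonist wells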
CRFR2-BP ag: agonists of CRF-BP/CRF-R2 complex, primary screen, cell-based, HEK293, calcium dye fluorescence, uHTS | CRF-binding protein / CRF receptor 2 complex (human) | calcium dye fluorescence (FLIPR); percent of saturating CRF peptide response | activation, % at 13.2 µM | 350,000 compounds, 0.46% hits | AID 588473, 2011;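 active means activation of at least 50%, plus an integration ratio under a set limit after plate pattern correction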;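 further: plate controls were neutral control wells without compound for no effect and CRF at EC100 for full effect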
TAAR1 agonist: human TAAR1 agonists, primary screen, Fluo-8 calcium fluorescence, CHO RD-HGA16 cells | AID 624467, 2012 | Trace amine-associated receptor 1 (Homo sapiens), Q96RJ0 | 360,000 compounds, 0.99% hits | activation, % at 3 µM | vehicle wells 0%, saturating PEA agonist 100%;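 active means activation above the mean activation of all test compounds in the run plus 3 SD, cut at about 38% in these data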
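Benchmarks: low control DMSO, high control PEA (EC100); System: CHO RD-HGA16 cells carrying human TAAR1 plus Gα16; Detection: Fluo-8 fluorescence, 5 s baseline then 140 s kinetic read; Schedule: 17-24 h plating, Fluo-8 75 min 37 °C, 30 min RT; Read-out basis: % activation from peak over basal fluorescence ratio, DMSO-to-PEA scaled.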
CHO-K1 Ca PAM: nonselective calcium activators in parental CHO-K1 cells, primary screen, counter-screen for M1 PAM project, cell-based, Fluo-8 calcium fluorescence, full deck, 1536-well. ATP EC20; 0% at ATP EC20, 100% at ATP max. activation, % at 3 µM. 360,000 compounds, 0.02% hits. AID 602247, 2012;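 active means activation above the run cutoff, the mean activation of all test compounds plus 3 SD, cut at about 40% in these data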;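 further: peak over basal fluorescence ratio in a 140 s read after ATP addition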
CRFBP-R2 block: antagonists of CRF-BP/CRF-R2 complex, primary screen, cell-based, HEK293, calcium dye fluorescence, uHTS | inhibition, % at 11.8 µM | AID 588475, 2011 | CRF-induced calcium fluorescence | 350,000 compounds, 0.59% hits;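 active means inhibition of the ligand-induced calcium signal above about 50% at the single tested concentration, limit read from the data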
M4 PAM: human M4 muscarinic receptor positive allosteric modulators, primary screen, CHO-K1 cells, Fluo-8 calcium fluorescence; Muscarinic acetylcholine receptor M4 (Homo sapiens), P08173; 360,000 compounds, 0.4% hits; activation, % at 3 µM; CHO-K1 hM4/Gqi5, ACh EC20; 0% = ACh EC20, 100% = maximal ACh;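 active means activation above its plate's cutoff, the mean activation of sample wells plus 3 SD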; further: some results filed as inactive read as strong as hits
Target sequence (P08173 whole entry, looked up): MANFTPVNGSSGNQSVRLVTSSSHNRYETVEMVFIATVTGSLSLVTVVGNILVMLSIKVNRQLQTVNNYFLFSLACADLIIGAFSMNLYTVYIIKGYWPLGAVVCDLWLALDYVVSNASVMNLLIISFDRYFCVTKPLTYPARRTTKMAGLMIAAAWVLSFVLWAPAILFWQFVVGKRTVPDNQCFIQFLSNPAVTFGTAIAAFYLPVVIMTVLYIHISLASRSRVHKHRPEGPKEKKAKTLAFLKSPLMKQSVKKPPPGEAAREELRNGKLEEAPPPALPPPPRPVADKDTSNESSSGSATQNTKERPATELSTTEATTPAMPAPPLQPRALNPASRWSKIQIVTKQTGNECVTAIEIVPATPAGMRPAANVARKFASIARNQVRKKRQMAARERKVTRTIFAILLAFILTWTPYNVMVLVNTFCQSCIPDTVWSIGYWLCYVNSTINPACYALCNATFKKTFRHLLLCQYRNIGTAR
CHRM5 agonist: human M5 muscarinic receptor agonists, primary screen, CHO-K1 cells, Fluo-8 calcium fluorescence; activation, % at 3 µM; CHO-K1 hM5 cells; 0% DMSO wells, 100% maximal acetylcholine response; AID 624037, 2012; Muscarinic acetylcholine receptor M5 (Homo sapiens), P08912; 360,000 compounds, 0.19% hits;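 active means activation above the run's mean over test compounds plus 3 SD, cut at about 23% in these data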;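 further: signal is peak over basal fluorescence ratio across the kinetic read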
* hit, by the source's call; nt = not tested or not shown.

SMILES	M5 antag	M5 PAM	TAAR1 antag	CRFR2-BP ag	TAAR1 agonist	CHO-K1 Ca PAM	CRFBP-R2 block	M4 PAM	CHRM5 agonist
C=CCOc1ccc(/C=C/C(=O)OCC(=O)NCC2CCCCC2)cc1	10	-3	-24	3.0	5	3	13	6	3
CCCCC(=O)NC(c1ccc(N(CC)CC)cc1)c1ccc2cccnc2c1O (centres undefined)	-18	7	5	-0.1	-1	21	19	1	5
CC(CCn1cccn1)NC(=O)CCc1nnc(C2CCCCC2)o1 (centres undefined)	3	9	16	0.1	1	19	6	2	-1
CCOC(=O)C1=C(COC(=O)Cc2ccc(Cl)cc2)NC(=O)NC1C (centres undefined)	17	-20	60*	-0.4	17	-9	-8	-3	5
CCOC(=O)c1cnc(SCC(=O)NCc2ccco2)nc1N	-7	4	-1	-1.3	8	-6	4	27	1
Cc1cccc(N(C(=O)Cn2nnc3ccccc32)C(C(=O)NC(C)(C)C)c2ccsc2)c1C (centres undefined)	-6	4	-1	-1.3	7	10	-16	12	0
COc1ccc(C(CC(=O)Nc2ccc(Cl)cc2F)NC(=O)C(F)(F)F)cc1 (centres undefined)	4	-5	14	-1.0	11	11	3	5	1
CCOC(=O)c1nnc(-c2ccc(C)cc2)nc1N1CCSCC1	-10	4	13	0.6	5	10	12	0	-4
Cc1ccc(C(=O)N/C(=C\c2sccc2C)C(=O)NCCCN2CCOCC2)cc1	-4	9	3	0.0	-2	-9	5	0	-2
COc1ccc(N2CCN(C(=O)[C@@H]3CCCN3C3=NS(=O)(=O)c4ccccc43)CC2)cc1	5	5	-10	-1.0	1	12	-3	-2	-2
CCOc1ccc2nc(N3CCCC(C(=O)NCCCN4CC(C)CC(C)C4)C3)sc2c1 (centres undefined)	-7	4	-12	0.5	0	16	-15	-4	-10
CN(C)c1ccc2c(=O)cc[nH]c2c1	0	-3	-11	nt	0	6	nt	8	0
CCNC(=O)N1CCCC(C(=O)c2ccc3cc(OC)ccc3c2)C1 (centres undefined)	-4	-4	1	0.0	1	-2	1	7	-2
CC1=CC=CC2=NC(=O)CC(C)(C(=O)N(CC(=O)NC3CCCC3)Cc3ccc(Cl)cc3)N12 (centres undefined)	5	0	-9	6.5	5	-5	8	-6	-3
CCOC(=O)[C@]12CCC=C1N(Cc1ccc3c(c1)OCO3)C(=O)[C@H](CC(=O)NCC13CC4CC(CC(C4)C1)C3)C2	-3	2	-25	nt	2	3	nt	-7	2
N#CCN1C(=O)C(=O)N(Cc2cccc(Cl)c2)C1=O	4	-2	-8	0.9	0	21	-2	-2	-1
COc1cc(C2CC(=O)NC3=C2C(=O)CC(C)(C)C3)cc(OC)c1O (centres undefined)	27*	8	2	0.8	7	-8	-4	0	-1
O=C(O)c1ccccc1N/C=C\[N+](=O)[O-]	-12	-3	-2	-0.9	6	12	-1	1	-2
O=C(CNc1cccc(S(=O)(=O)N2CCOCC2)c1)Nc1ccc(C(F)(F)F)cc1	-2	-20	9	1.3	9	1	-2	-9	8
O=C1CCC(C(=O)N2CCN(c3ccccc3)CC2)CN1CC1CCCCC1 (centres undefined)	2	0	-2	-1.1	0	-3	5	6	1
CC(Oc1cccnc1[N+](=O)[O-])C(=O)Nc1ccc(F)cc1 (centres undefined)	8	1	-14	-1.3	1	9	1	2	4
O=C1CN(C(=O)COC(=O)c2c(F)cccc2Cl)c2ccccc2N1	-5	-6	8	0.1	0	11	-4	5	4
O=C(CSc1cccc[n+]1[O-])Nc1cc(S(=O)(=O)N2CCOCC2)ccc1N1CCOCC1	1	-3	-20	0.7	0	19	-4	8	0
O=[N+]([O-])c1ccc(CNc2ccc(Cl)cc2)s1	10	-8	-5	0.7	2	17	5	-3	-10

A second format for part of the listing above:
The line under a structure holds: M5 antag | M5 PAM | TAAR1 antag | CRFR2-BP ag | TAAR1 agonist | CHO-K1 Ca PAM | CRFBP-R2 block | M4 PAM | CHRM5 agonist
CC1=CC=CC2=NC(=O)CC(C)(C(=O)N(CC(=O)NC3CCCC3)Cc3ccc(Cl)cc3)N12 (centres undefined)
  5 | 0 | -9 | 6.5 | 5 | -5 | 8 | -6 | -3
O=C(O)c1ccccc1N/C=C\[N+](=O)[O-]
  -12 | -3 | -2 | -0.9 | 6 | 12 | -1 | 1 | -2

Next section.
SMILES	M5 antag	M5 PAM	TAAR1 antag	CRFR2-BP ag	TAAR1 agonist	CHO-K1 Ca PAM	CRFBP-R2 block	M4 PAM	CHRM5 agonist
CCCCN(C)CCNC(=O)CN1C(=O)CSc2ccc(S(=O)(=O)N3CCCCC3)cc21	3	0	-13	-1.1	1	8	8	0	-8
COc1cccc(C(=O)N2CCC(N3CC(C)OC(C)C3)CC2)c1 (centres undefined)	-6	-1	5	-2.8	2	-13	4	0	0
Cc1cc(C)n2c(SCc3ccccc3Cl)nnc2n1	-15	5	8	1.0	9	14	-3	-1	-1
c1cc(-c2ccncc2)ccn1	3	-2	-3	0.2	1	11	9	-2	0
Cc1cc(/C=C(\C#N)C(=O)NCc2cccs2)c(C)[nH]1	1	9	14	-0.8	3	3	6	-6	1
COc1cc(CNc2ccc3[nH]c(=O)[nH]c3c2)cc(Br)c1OCC(=O)NC(C)(C)C	-3	-2	-14	-0.8	6	14	-7	-6	3
Cc1c(C(C)O)nnn1-c1nonc1N (centres undefined)	2	1	1	-0.5	0	3	12	4	-4
Cc1cc(C)nc(SCCN2CCCCC2)n1	5	2	-23	3.6	1	10	-2	1	-6
Cc1cc(NC(=O)C2CCCN2C(=O)Nc2cccc(Cl)c2)ccc1-n1cnnn1 (centres undefined)	3	5	-1	1.1	3	-19	-4	7	1
CC(=O)N=c1sc2c3ccccc3ccc2n1C	-2	6	-7	-0.7	9	0	-1	8	-2
CC(=O)Nc1ccc(S(=O)(=O)Nc2cc([N+](=O)[O-])ccc2C)cc1	5	-7	10	-1.5	2	7	-5	-6	-1
O=S(=O)(Nc1ccc(-n2cnnn2)cc1)c1ccc(Cl)cc1	-2	-1	26	-2.4	9	7	-7	-2	4
CCOC(=O)c1cc(OCC)c2c(ccc3ccccc32)n1	-12	6	-30	-2.7	0	4	-12	3	-3
Cc1cc(S(=O)(=O)N2CCOCC2)ccc1OCC(=O)Nc1ccc(F)c(Cl)c1	17	11	28	2.0	16	-3	-12	0	-3
CC12CN(NC(=O)c3ccccc3F)C3(C#N)CC1CCC23C (centres undefined)	-1	4	-27	-4.9	3	8	11	4	0
C/C(=N\NC(=O)c1nnn(-c2nonc2N)c1-c1ccc2c(c1)OCO2)c1ccc(F)cc1	-10	12	-12	-0.2	12	10	-7	8	6
O=C(COC(=O)COc1ccc2ccccc2c1)NC1CCCc2ccccc21 (centres undefined)	9	-8	16	0.6	8	26	-6	-4	-2
COc1ccc(CC(=O)NCc2nnc(SCC(=O)Nc3nccs3)n2C)cc1	3	0	-24	-3.5	4	-3	5	-2	-6
N#Cc1ccccc1S(=O)(=O)c1ccccc1C(=O)Nc1ccccc1	-15	5	-4	-0.7	4	14	-5	-2	0
COc1ccc2cc(S(=O)(=O)NC3CC(C)(C)NC(C)(C)C3)ccc2c1	8	-1	-15	1.0	2	7	-20	0	-4
Cn1c(=O)[nH]c(=O)c2c1nc(SCC(O)CO)n2Cc1ccccc1Cl (centres undefined)	-3	-1	-21	-0.5	7	-3	-3	1	2
Cc1noc(C)c1COC(=O)COc1ccc(C#N)cc1	5	6	17	-1.4	1	12	15	-2	4
COc1cccc(C2=Cc3ccc(F)cc3C(CC(C)=O)N2c2ccc(C#CC3(O)CCCCC3)cc2)c1 (centres undefined)	4	-5	12	nt	1	46*	nt	9	-1
O=C(Nc1ccccc1)Nc1nnc(COc2ccccc2F)s1	8	-7	22	2.1	50*	7	-27	-11	3
COc1ccc(NC(=O)CN(C)C(=O)CCC(=O)c2ccc(C)cc2)cc1	7	-6	-20	1.9	0	5	-13	14	0
CCc1ccc(N(CC(=O)NCc2ccc3c(c2)OCO3)C(=O)c2csnn2)cc1	-6	0	-14	-1.6	6	-13	7	6	-3
O=C(CN(Cc1ccccc1Cl)C(=O)CCC(=O)Nc1nccs1)NCC1CCCO1 (centres undefined)	0	4	6	-0.1	2	4	1	-1	-3
CCS(=O)(=O)c1nc(S(=O)(=O)c2ccc(C)cc2)c(N2CCCC2)s1	6	0	4	-1.8	3	-2	-10	-10	-6
COc1ccc2cc(CO)c3cc(OC)c(OC)cc3c2c1	4	-1	0	-3.5	2	-4	2	9	0
N#Cc1ccc(-c2ccc(OCC(O)CN3CCOCC3)cc2)cc1 (centres undefined)	2	-3	15	-0.8	0	-13	5	-6	-3
CCN(CC)Cc1ccc(NC(=O)c2sc3cc(Cl)ccc3c2Cl)cc1	17	-18	-20	2.4	8	-7	-18	-10	-10
CCCCNC(=O)NC1(C(F)(F)F)Oc2ccccc2O1	-7	2	3	-0.6	5	14	32	2	-7
O=C(NNC(=O)C1CC=CCC1)c1cccc(Br)c1 (centres undefined)	1	0	-11	-0.7	0	15	-18	4	2
CCCC(CCC(=O)Nc1nccs1)C(=O)O (centres undefined)	0	5	13	-2.2	11	16	4	-1	-3
COc1cc(OC)cc(C(=O)OCn2nnc3ccccc3c2=O)c1	-6	4	8	-0.3	0	16	-8	5	1
O=C1NC(=O)C(Cc2ccc(Cl)cc2)(c2ccccc2)N1 (centres undefined)	0	-1	3	-0.2	11	11	-33	-1	3
COc1ccc(N(C(=O)C(C)C)S(=O)(=O)c2ccc3c(c2)n(C)c(=O)n3C)cc1	1	3	14	-0.8	0	17	-2	7	-2
CCN(c1cccc(C)c1)S(=O)(=O)c1ccc(-n2cccn2)cc1	-11	-1	-3	5.3	0	5	28	-5	0
O=C(NCCCn1ccnc1)/C(=C/c1ccccc1)NC(=O)c1ccccc1	1	-6	-7	1.7	1	-10	-13	-1	-1
O=C(CN1CCN(Cc2ccccc2)CC1)NCCNc1ccc([N+](=O)[O-])cn1	1	7	-4	-2.5	0	-7	7	2	-5

Compound activity deposited in PubChem BioAssay by several laboratories.
